Compound activity: PubChem, several laboratories
MsrA inhibitor: inhibits bovine methionine sulfoxide reductase A; purified bovine MsrA, absorbance read-out; inhibition, % at 15.5 µM; hit rate 0.75% among 360,000; in the data active = inhibition above about 4.5%;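 also: 0% = vehicle wells with enzyme and 100% = reference inhibitor wells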
E coli Lon inh: inhibits E. coli Lon protease; P0A9M0; purified E. coli Lon protease, fluorescence polarization; inhibition, % at 7.94 µM; hit rate 0.42% among 360,000; in the data active = inhibition above about 13%, passing the limit was not always enough;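 also: 0% = enzyme with probe and DMSO and 100% = no enzyme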
Rin1-Abl PPI inh: inhibitors of human Rin1-Abl protein interaction | P00519+Q13671 | TR-FRET Rin1/Abl binding, biochemical | inhibition, % at 7.35 µM | hit rate 0.4% among 360,000 | AID 588664; in the data active = inhibition above about 5%, passing the limit was not always enough
CSN inh: blocks human CSN-mediated cullin deneddylation; Purified CSN, SCF-Nedd8-OG deneddylation, fluorescence polarization; inhibition, % at 12.5 µM; hit rate 0.38% among 360,000;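 active = pattern-corrected inhibition above about 35%, with an unprinted fluorescence ratio check between 0.5 and 1.5, limit read from the data, passing the limit was not always enough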;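 also: 0% = enzyme with substrate and 100% = substrate without enzyme; some results filed as inactive read as strong as hits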
Target sequence (Q92905 whole entry, looked up, one chain of several): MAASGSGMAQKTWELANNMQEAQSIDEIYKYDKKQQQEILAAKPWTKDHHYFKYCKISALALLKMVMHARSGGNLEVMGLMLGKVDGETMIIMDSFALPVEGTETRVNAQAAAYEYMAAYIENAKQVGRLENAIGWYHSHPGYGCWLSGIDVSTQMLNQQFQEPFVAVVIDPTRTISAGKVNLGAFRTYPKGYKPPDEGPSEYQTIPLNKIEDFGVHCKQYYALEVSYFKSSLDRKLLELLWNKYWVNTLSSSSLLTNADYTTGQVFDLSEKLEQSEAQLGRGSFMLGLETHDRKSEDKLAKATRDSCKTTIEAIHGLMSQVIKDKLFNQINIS
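Detection – fluorescence polarization · System – HEK293T-derived human Csn5 enzyme · Controls – substrate-only high control, full reaction low control · Timing – 90 min, room temperature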
FAS TE block: FAS thioesterase (human) inhibition; P49327; recombinant FAS-TE, OMFH fluorogenic substrate, fluorescence endpoint; inhibition, % at 15 µM; hit rate 0.67% among 360,000; AID 602261;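 active = compounds whose normalised, plate-corrected inhibition of enzyme fluorescence in the single-dose primary screen is 50% or more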;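 also: 0% = DMSO with enzyme and 100% = substrate without enzyme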
Neddyl block: blocks human cullin neddylation. calls only at 25 µM. TR-FRET cullin neddylation, biochemical. hit rate 0.58% among 360,000. AID 651699. P61081+Q13564; in the data active = inhibition above about 36%
Target sequence (P61081 whole entry, looked up): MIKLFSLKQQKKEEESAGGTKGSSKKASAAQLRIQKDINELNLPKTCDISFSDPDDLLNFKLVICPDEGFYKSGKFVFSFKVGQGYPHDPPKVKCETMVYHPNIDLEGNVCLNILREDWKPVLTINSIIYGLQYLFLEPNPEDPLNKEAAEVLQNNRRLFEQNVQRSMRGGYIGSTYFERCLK
Target sequence (Q13564 whole entry, looked up): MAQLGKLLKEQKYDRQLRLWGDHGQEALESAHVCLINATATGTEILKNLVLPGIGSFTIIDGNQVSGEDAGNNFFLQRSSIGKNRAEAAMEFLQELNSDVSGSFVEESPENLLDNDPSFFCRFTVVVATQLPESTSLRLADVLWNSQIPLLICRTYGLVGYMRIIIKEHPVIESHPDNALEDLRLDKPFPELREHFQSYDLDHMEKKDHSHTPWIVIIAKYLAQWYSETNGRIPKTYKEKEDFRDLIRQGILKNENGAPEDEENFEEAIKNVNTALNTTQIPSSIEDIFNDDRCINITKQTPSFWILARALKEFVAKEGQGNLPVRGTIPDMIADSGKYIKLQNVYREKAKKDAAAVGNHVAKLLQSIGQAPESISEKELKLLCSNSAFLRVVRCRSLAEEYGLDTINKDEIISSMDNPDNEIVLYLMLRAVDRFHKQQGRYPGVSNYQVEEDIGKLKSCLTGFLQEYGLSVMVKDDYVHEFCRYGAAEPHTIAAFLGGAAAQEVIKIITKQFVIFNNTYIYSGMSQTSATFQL
Tb MetRS inh: blocks T. brucei methionyl-tRNA synthetase activity; AID 624268; hit rate 0.4% among 360,000; purified T. brucei MetRS, ATP depletion, Kinase-Glo luminescence; inhibition, % at 11.9 µM;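 active = inhibition above a per-plate cutoff of the control wells' mean inhibition plus 3 SD, cut at about 5.5% in these data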;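 also: 0% = DMSO wells median and 100% = median of wells with control inhibitor compound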
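Assay system: T. brucei methionyl-tRNA synthetase, purified | Medium: HEPES buffer with MgCl2, KCl, DTT, spermine, BSA, pyrophosphatase | Compound: 11.9 µM single point | Incubation: 15 min enzyme-compound preincubation, 2 h reaction, 10 min detection, 25 °C | Measured by: Kinase-Glo luciferase luminescence reporting remaining unconsumed ATP | Measure: % inhibition normalized to control-well medians | Replication: Singlicate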
PABP1 MLLE inh: blocks PAM2 peptide binding to the PABP1 MLLE domain; GST-MLLE / FITC-PAM2 fluorescence polarization; AID 588489; inhibition, % at 20 µM; hit rate 0.36% among 360,000; P11940; in the data active = inhibition above about 35%, passing the limit was not always enough;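 also: plate controls were DMSO wells with GST-MLLE for no effect and wells lacking GST-MLLE protein for full effect; some results filed as inactive read as strong as hits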
bovine MsrA act: activators of bovine methionine sulfoxide reductase A | hit rate 0.3% among 360,000 | AID 602163 | purified bovine MsrA, absorbance read-out | activation, % at 10.6 µM; in the data active = activation above about 7.5%;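 also: 0% = vehicle and 100% = reference activator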
* = called active by the depositor; i = inactive; · = not tested or not shown. No enrichment for hits. Share with any hit: about 4%.

The opening two compounds, to show the layout:
1: Cc1oc(-c2ccccc2F)nc1CSCC(=O)NC1CCCC1
2: CCO[C@@H]1OC(C(=O)NCc2ccccc2)=C[C@H](c2ccc(C(F)(F)F)cc2)[C@H]1CCCO
assay / entry | 1 | 2
MsrA inhibitor | -0.9 | -0.3
E coli Lon inh | -2 | 18
Rin1-Abl PPI inh | 2 | 7
CSN inh | -3 | -5
FAS TE block | -5 | 22
Neddyl block | i | i
Tb MetRS inh | -0.5 | -0.3
PABP1 MLLE inh | -1 | -11
bovine MsrA act | 1 | -5

This part in full, from the start:
1: Cc1oc(-c2ccccc2F)nc1CSCC(=O)NC1CCCC1
2: CCO[C@@H]1OC(C(=O)NCc2ccccc2)=C[C@H](c2ccc(C(F)(F)F)cc2)[C@H]1CCCO
3: CCc1ccc(NC(=O)CSc2nc3ccccc3c(=O)n2CCCN2CCC(C)CC2)cc1
4: Cc1ccc(S(=O)(=O)N(C)C)cc1NC(=O)CN1C(=O)NC2(CCCc3ccccc32)C1=O (stereo not drawn)
5: O=C(OCCCN=C1NS(=O)(=O)c2ccccc21)c1cccs1
6: CCOc1ccc(S(=O)(=O)N2CCOCC2)cc1NC(=O)CSC(=S)N1CCCC1
7: O=C(O)c1ccc(N=N/C(=N\Nc2ccc(C(=O)O)cc2)c2ccccc2)cc1
8: CC(=O)Nc1sc2c(c1C#N)CCCCC2
assay / entry | 1 | 2 | 3 | 4 | 5 | 6 | 7 | 8
MsrA inhibitor | -0.9 | -0.3 | -1.2 | 0.7 | -0.5 | -0.9 | -0.4 | -0.2
E coli Lon inh | -2 | 18 | -6 | 4 | 5 | -8 | -2 | 7
Rin1-Abl PPI inh | 2 | 7 | 2 | -1 | 4 | 0 | 0 | -6
CSN inh | -3 | -5 | 4 | -5 | 8 | 0 | -2 | 0
FAS TE block | -5 | 22 | 7 | -4 | -4 | 6 | -6 | -7
Neddyl block | i | i | i | i | i | i | i | i
Tb MetRS inh | -0.5 | -0.3 | -0.6 | -0.2 | 0.2 | -0.3 | -0.2 | -0.2
PABP1 MLLE inh | -1 | -11 | -8 | -24 | -12 | 22 | -4 | -6
bovine MsrA act | 1 | -5 | -3 | 7 | -1 | -6 | 0 | -1

9: CCc1nc2ccc(C(=O)NC3CCN(Cc4ccccc4)CC3)cn2c1N(CC)Cc1cccc(Br)c1
10: Oc1ccc(N=Nc2n[nH]c(-c3ccc(Cl)cc3)n2)cc1
11: Cc1oc2c(c(C)cc3oc(=O)c(CC(=O)NCCC(=O)O)c(C)c32)c1C
12: COC(=O)[C@@H](NC(=O)c1cc(COc2cncc(Cl)c2)on1)c1ccccc1
13: CCOC(=O)Cn1nc(C)c(NC(=O)COc2ccc(OC)cc2)c1C
14: CC(C)Cc1ccc(-c2cc3nc(NCCc4ccc(S(N)(=O)=O)cc4)ccn3n2)cc1
15: O=C(NCCC1=CCCCC1)c1ccc(Cl)c([N+](=O)[O-])c1
16: CC(NC(=O)CCc1nnc(-c2ccc(-c3ccccc3)cc2)o1)c1nc2ccccc2[nH]1 (stereo not drawn)
assay / entry | 9 | 10 | 11 | 12 | 13 | 14 | 15 | 16
MsrA inhibitor | 0.8 | 1.1 | 1.1 | 2.4 | 0.7 | 0.2 | 0.1 | 1.4
E coli Lon inh | 3 | -15 | 4 | 1 | -3 | -11 | -9 | -4
Rin1-Abl PPI inh | 0 | -2 | 2 | -1 | -2 | -54 | 0 | 1
CSN inh | -4 | 0 | -3 | -2 | -3 | -2 | 1 | 8
FAS TE block | 12 | 1 | -5 | 3 | -4 | 18 | 60* | 3
Neddyl block | i | i | · | i | i | i | i | i
Tb MetRS inh | -0.3 | 2.2 | -1.3 | -0.3 | -0.5 | 0.1 | 0.8 | -0.4
PABP1 MLLE inh | 9 | -12 | 6 | -5 | -14 | -8 | 0 | -29
bovine MsrA act | -3 | -2 | -13 | -1 | -4 | -2 | 2 | -3

Compound profiles, as listed above.
Results for `O=C(NCCC1=CCCCC1)c1ccc(Cl)c([N+](=O)[O-])c1` = MsrA inhibitor = 0.1; E coli Lon inh = -9; Rin1-Abl PPI inh = 0; CSN inh = 1; FAS TE block = 60*; Neddyl block = i; Tb MetRS inh = 0.8; PABP1 MLLE inh = 0; bovine MsrA act = 2
Results for `CCOc1ccc(S(=O)(=O)N2CCOCC2)cc1NC(=O)CSC(=S)N1CCCC1` = MsrA inhibitor = -0.9; E coli Lon inh = -8; Rin1-Abl PPI inh = 0; CSN inh = 0; FAS TE block = 6; Neddyl block = i; Tb MetRS inh = -0.3; PABP1 MLLE inh = 22; bovine MsrA act = -6

The listing continues.
17: O=C(OCc1ccc(Cl)cc1Cl)c1ccncc1
18: COc1ccc(CCNC(=O)COc2ccc(N(C)S(=O)(=O)c3ccc(C)cc3)cc2)cc1OC
19: CCn1c2c(c(=N)c3c1CCC3)CCCC2
20: CC1CC(C)CN(S(=O)(=O)c2cccc3cccnc23)C1 (stereo not drawn)
21: CCN(CC(=O)Nc1ccc2c(c1)OCCO2)C(=O)c1ccc(C(F)(F)F)cc1
22: Cc1cc(OCCCC(=O)NCCN2C(=O)S/C(=C\c3cccnc3)C2=O)ccc1Cl
23: Cc1ccccc1NC(=O)Cc1nnc(SCc2ccc(Cl)c(Cl)c2)n1C
24: Cc1nn(-c2cc(C(F)(F)F)ccc2Cl)c2nc(C(F)(F)F)[nH]c(=O)c12
assay / entry | 17 | 18 | 19 | 20 | 21 | 22 | 23 | 24
MsrA inhibitor | -0.5 | -1.1 | 0.0 | 0.8 | -1.0 | -0.6 | -0.3 | 0.3
E coli Lon inh | -7 | 4 | 0 | 1 | -12 | -11 | 0 | 5
Rin1-Abl PPI inh | 0 | 1 | -1 | -1 | 0 | -1 | 1 | 6
CSN inh | 0 | 2 | -4 | -2 | 2 | 11 | 3 | 0
FAS TE block | 14 | 10 | -7 | 2 | 9 | 13 | 2 | -6
Neddyl block | i | i | i | i | i | i | i | i
Tb MetRS inh | 0.3 | -0.9 | -0.6 | -0.4 | 0.0 | -0.7 | -0.3 | -0.3
PABP1 MLLE inh | -9 | 30 | 4 | 1 | 7 | 18 | -6 | 5
bovine MsrA act | -1 | -5 | 1 | -5 | -3 | -8 | -1 | -5

25: COc1cccc(OC)c1C(=O)Nc1ccccc1C(=O)N1CCCCCC1
26: COc1cccc(C(C(=O)NCc2ccccc2)N2CCN(CCN3CCOCC3)CC2)c1OC (stereo not drawn)
27: O=C(Nc1ccc(Cl)cc1)C1Cc2c(-c3cccc(F)c3)ccnc2O1 (stereo not drawn)
28: COc1cc(NS(=O)(=O)c2ccc(NC(=O)C3CCCO3)cc2)nc(OC)n1 (stereo not drawn)
29: CCN(/N=C/c1ccc(Cl)cc1)c1cc(=O)n(C)c(=O)[nH]1
30: O=C(N/N=C/c1ccc2c(c1)OCO2)c1ccc(Cn2cc([N+](=O)[O-])cn2)o1
31: [O-]/C(=C(\C(=S)Nc1ccc(SC(F)F)cc1)[n+]1ccccc1)c1cc(Cl)ccc1Cl
32: Cc1cccc(C)c1-n1nnnc1C1(C)CCC(=O)N1Cc1ccc(F)cc1 (stereo not drawn)
assay / entry | 25 | 26 | 27 | 28 | 29 | 30 | 31 | 32
MsrA inhibitor | -0.5 | 0.7 | -0.2 | 0.2 | 2.7 | 6.1* | 4.4 | 0.8
E coli Lon inh | -11 | · | -4 | -10 | -2 | 5 | 3 | 3
Rin1-Abl PPI inh | 0 | · | 7 | -3 | -4 | -4 | -3 | ·
CSN inh | 2 | 2 | 1 | 1 | 1 | 4 | -1 | -3
FAS TE block | -4 | · | 41 | -6 | 4 | 8 | 32 | -4
Neddyl block | i | i | i | i | i | i | i | i
Tb MetRS inh | -0.2 | -0.8 | 0.5 | 0.1 | -0.2 | 0.2 | -0.1 | -2.2
PABP1 MLLE inh | 6 | · | 9 | -17 | 4 | -13 | 4 | ·
bovine MsrA act | -4 | · | -4 | -1 | -6 | -2 | -4 | -13

33: CCCSCC(=O)Nc1ncc2c(n1)-c1ccccc1CC2
34: O=C(NCC(O)c1ccc([N+](=O)[O-])cc1)C(c1ccccc1)c1ccccc1 (stereo not drawn)
35: CCCC(=O)Nc1ccc2nc(SCC(=O)Nc3nccs3)sc2c1
36: CCN(c1ccc(NC(=O)CCc2nc3sc4c(c3c(=O)[nH]2)CCCC4)cc1)C(C)C
37: C=C1CCC2[C@](C)(CO[C@@H]3O[C@H](CO)[C@@H](O)[C@H](O)[C@H]3O)CCC[C@@]2(C)[C@@H]1CCC1=CCOC1=O (stereo partly drawn)
38: c1ccc(C2=Nc3ccccc3OC2)cc1
39: Cc1ccc(S(=O)(=O)Nc2c(C)n(C)n(-c3ccccc3)c2=O)cc1C(=O)OC(C)C(=O)c1ccccc1 (stereo not drawn)
40: COc1ccc(C(=O)Nc2cccc(C(=O)Nc3cc(C)ccn3)c2)cc1
assay / entry | 33 | 34 | 35 | 36 | 37 | 38 | 39 | 40
MsrA inhibitor | 0.5 | 0.1 | 1.3 | -0.7 | 1.4 | 0.2 | 0.5 | 0.6
E coli Lon inh | 3 | 3 | -2 | -9 | 0 | -7 | -4 | -3
Rin1-Abl PPI inh | -3 | 5 | -1 | 0 | -2 | -5 | 5 | 1
CSN inh | -6 | 6 | -2 | 0 | 6 | 4 | 6 | 2
FAS TE block | -6 | 21 | -7 | 16 | 1 | -8 | 5 | 6
Neddyl block | i | i | i | i | i | i | i | i
Tb MetRS inh | 0.0 | -0.3 | -2.0 | -0.2 | 0.1 | -0.1 | -0.1 | -0.8
PABP1 MLLE inh | 7 | 4 | -139 | -21 | 9 | 1 | -1 | 11
bovine MsrA act | 1 | -9 | -5 | -1 | 0 | 0 | -1 | -5

41: CCOc1ccc(NC(=O)c2ccc(NC(=O)c3cn4c5c(c(N6CCN(C)CC6)c(F)cc5c3=O)OCC4C)cc2)cc1 (stereo not drawn)
42: COc1ccccc1OCCn1c(SCC(N)=O)nc2ccccc21
43: O=C(NCc1ccccc1F)Nc1nnc([C@H]2C[C@H](O)[C@@H](CO)O2)s1
44: CSc1nnc(-c2ccncc2)n1CCCN1CCCC1=O
45: Cc1cccc2cc3c(nc12)SC(=NCC1CCCO1)N(Cc1ccco1)C3 (stereo not drawn)
46: Cc1ccc(S(=O)(=O)CCC(=O)OCC(=O)NCc2ccc(F)cc2)cc1
47: CC1(C)OC(=O)C(=NNc2ccccc2)C(=O)O1
48: COc1cc(C=O)ccc1OC(=O)c1ccc(C(C)C)cc1
49: CCOC(=O)c1sc2nc(C(C)C)c3c(c2c1N)CCC3
50: COc1cc2cc(CN(C(=O)Nc3ccccc3)C3CCCC3)c(=O)[nH]c2cc1OC
51: CCCOc1c(OC)cccc1C1CC(=O)Nc2cc(OC)c(OC)c(OC)c21 (stereo not drawn)
assay / entry | 41 | 42 | 43 | 44 | 45 | 46 | 47 | 48 | 49 | 50 | 51
MsrA inhibitor | -1.0 | 0.6 | 1.1 | -0.3 | · | 0.5 | 4.0 | 0.6 | 0.8 | 1.7 | -0.8
E coli Lon inh | -10 | -6 | -13 | 6 | 1 | -5 | -8 | 3 | 2 | 11 | -4
Rin1-Abl PPI inh | -8 | -2 | -2 | 5 | -12 | -3 | 0 | 0 | -2 | -2 | 2
CSN inh | 1 | 1 | -1 | -3 | 7 | 5 | -6 | 5 | 1 | -6 | 4
FAS TE block | -9 | -4 | -14 | -8 | 18 | -6 | -9 | 13 | -2 | 1 | -2
Neddyl block | i | i | i | i | i | i | i | i | · | i | i
Tb MetRS inh | -0.2 | 0.1 | 0.8 | -1.6 | -0.8 | 0.1 | -0.3 | -1.1 | 0.4 | -0.2 | -0.5
PABP1 MLLE inh | -40 | -97 | 6 | -123 | 15 | -6 | -5 | -6 | 11 | -6 | -2
bovine MsrA act | -1 | -3 | -3 | -13 | -9 | -3 | -8 | -9 | -3 | 2 | -9
